MrgX1 ag = activates human MrgX1 receptor signaling | AID 588627 | B-score at 10 µM | MrgX1-HEK293 cells, Fluo-4 calcium fluorescence, agonist mode; hits give high values | 310,000 tested, 0.44% active;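 active = calcium response B-score plate-corrected fluorescence ratio at least 3 library SD, with starting fluorescence B-score inside 5 SD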
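System – MrgX1-expressing HEK293 cells · Incubation – cells plated overnight, dye loaded 0.5 h 37 °C, 0.5 h room temperature · Technique – kinetic Fluo-4 NW fluorescence of intracellular calcium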
MrgX1 allo act = allosterically activates human MrgX1 receptor signaling; Q96LB2; MrgX1-HEK293, Fluo-4 calcium flux, FDSS; hits give high values; B-score at 10 µM; 310,000 tested, 0.63% active; AID 588675;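 active = plate-corrected calcium response at least 3 library SD above typical, normal starting fluorescence, not activating the receptor alone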;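 note: compound read alongside a low EC10 to EC30 dose of BAM8-22 agonist; peak minus trough fluorescence over baseline measured at the second addition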
TRPC4 potent = TRPC4 (mouse) allosteric potentiation. HEK293 TRPC4beta/mu-opioid, DAMGO EC20, Fluo-4 Ca2+ flux; hits give high values. B-score at 10 µM. 310,000 tested, 0.42% active. AID 2227;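 active = B-score of calcium response area above 5 SD of library B-scores, with initial fluorescence ratio within 5 SD of library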;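 note: B-score of integrated fluorescence ratio over time as area under calcium response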
TMEM16A inh = inhibitors of mouse TMEM16A calcium-activated chloride channel. Q8BHY3. HEK293 TMEM16A/YFP iodide influx fluorescence, ionomycin. normalized B-score (activity score, 25-100; higher = stronger inhibition) at 10 µM. 310,000 tested, 1.2% active. AID 588511;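 active = ratio plate-corrected score three or more library SD toward inhibition, starting fluorescence score within five deviations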;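 note: score derived from kinetic fluorescence span divided by baseline fluorescence per well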
TRPC6 inhibitor = mouse TRPC6 channel inhibition. Q61143. B-score at 10 µM. 310,000 tested, 1.1% active. HEK293-TRPC6, membrane potential dye, ACh-evoked depolarization; hits give low values;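 active = B-score under library mean minus 3 SD, initial fluorescence not abnormally high, positive integrated signal ratio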;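 note: B-score derived from integrated fluorescence ratio over the kinetic read; more negative B-score means stronger inhibition of depolarization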
Target sequence (Q61143 whole entry, looked up): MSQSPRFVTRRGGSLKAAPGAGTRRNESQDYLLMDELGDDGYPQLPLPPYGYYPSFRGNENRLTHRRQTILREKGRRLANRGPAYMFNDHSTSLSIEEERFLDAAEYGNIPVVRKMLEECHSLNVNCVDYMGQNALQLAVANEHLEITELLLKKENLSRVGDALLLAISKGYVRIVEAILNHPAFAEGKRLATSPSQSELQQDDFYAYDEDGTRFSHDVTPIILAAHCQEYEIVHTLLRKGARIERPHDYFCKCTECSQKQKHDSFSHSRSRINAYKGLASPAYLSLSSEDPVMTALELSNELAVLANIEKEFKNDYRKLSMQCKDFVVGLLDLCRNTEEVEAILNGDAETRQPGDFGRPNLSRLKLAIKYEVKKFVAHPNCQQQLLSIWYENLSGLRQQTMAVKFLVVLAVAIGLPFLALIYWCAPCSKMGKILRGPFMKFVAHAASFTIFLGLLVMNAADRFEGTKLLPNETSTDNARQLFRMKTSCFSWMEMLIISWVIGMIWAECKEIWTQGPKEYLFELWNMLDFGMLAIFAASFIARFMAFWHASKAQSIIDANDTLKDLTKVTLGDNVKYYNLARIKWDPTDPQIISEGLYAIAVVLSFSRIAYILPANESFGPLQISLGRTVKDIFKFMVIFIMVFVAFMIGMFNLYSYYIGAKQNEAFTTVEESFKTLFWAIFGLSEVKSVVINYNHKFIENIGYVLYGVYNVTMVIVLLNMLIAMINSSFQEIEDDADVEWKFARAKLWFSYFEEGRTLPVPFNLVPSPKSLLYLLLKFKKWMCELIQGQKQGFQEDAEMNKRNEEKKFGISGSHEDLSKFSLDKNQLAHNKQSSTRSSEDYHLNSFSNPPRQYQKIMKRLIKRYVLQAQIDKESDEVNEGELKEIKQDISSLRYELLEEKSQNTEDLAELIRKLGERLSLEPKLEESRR
TMEM16A act = mouse TMEM16A channel activation, primary screen; HEK293 TMEM16A/YFP-H148Q/I152L, iodide quench fluorescence; hits give low values; 340,000 tested, 0.3% active; Q8BHY3; B-score at 10 µM; AID 623877;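 active = fluorescence-ratio B-score plate-corrected deviation score at least 3 library SD below zero, with starting fluorescence score within 5 deviations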;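 note: channel opened by trigger with iodide after compound preincubation; score built on the fluorescence ratio of max minus min over baseline; more negative score means more quench and so TMEM16A activation or potentiation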
MrgX1 antagonist = human MrgX1 receptor antagonism, primary screen; MRGX1-HEK293 calcium flux, Fluo-4, BAM8-22 antagonism; hits give low values; B-score at 10 µM; 310,000 tested, 1.3% active; AID 588676;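 active = calcium-response B-score plate-corrected more than 3 library SD below zero, starting fluorescence within 5 deviations, no agonist response on first addition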;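 note: peak minus trough fluorescence over baseline after final BAM8-22 challenge near maximal dose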
TRPC4 block = TRPC4 (mouse) channel inhibition | Q9QUQ5 | HEK293 TRPC4beta/mu-opioid, DAMGO-evoked Fluo4 calcium flux; hits give low values | B-score at 10 µM | 300,000 tested, 0.39% active | AID 2247;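 active = B-score over 3 SD under the library average, no early fluorescence shift, positive overall ratio signal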
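Assay system: HEK293 cells with stable TRPC4beta plus mu-opioid receptor expression. Dosing: single dose. Measured by: Fluo4 Ca2+ flux fluorescence. Also added: DAMGO in two steps, submaximal then maximal. Read-out: B score from integrated Fluo4 fluorescence ratio.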
TRPC4 agonist = activators of mouse TRPC4 channel | B-score at 10 µM | Q9QUQ5 | 310,000 tested, 0.49% active | HEK293 TRPC4beta/mu-opioid, Fluo4 calcium fluorescence; hits give high values;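 active = B-score above 5 SD of library B-scores, and initial fluorescence ratio not above library mean plus 5 SD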;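 note: positive B-score marks a calcium rise read as TRPC4 activation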
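Incubation: 45 min room-temperature Fluo4 loading, 110 s read / System: HEK293 cells stably co-expressing mouse TRPC4beta and mu-opioid receptor / Signal: Fluo4 fluorescence, kinetic / Control set: buffer (low) and maximal DAMGO (high) / Measure: integrated baseline-normalised fluorescence ratio, converted to per-well B score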
TRPC6 act = activates the mouse TRPC6 cation channel; HEK293-TRPC6 membrane potential dye fluorescence; hits give high values; B-score at 10 µM; 310,000 tested, 0.13% active;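 active = B-score of the integrated fluorescence ratio above library mean plus 3 SD, and starting fluorescence ratio within library mean plus 5 SD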;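 note: higher score means more depolarization so channel activation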
SKKanGAS inh = SKKanGAS growth inhibition | S. pyogenes SKKanGAS, kanamycin growth, BacTiter-Glo, 6 h | 300,000 tested, 1.3% active | inhibition, % at 7.5 µM;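 active = mean replicate score, as percent of positive control median, at least 50; inconclusive = mean below 50 but one replicate at or above 50; inactive = mean and every replicate below 50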;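 note: strain carries kanamycin resistance gene driven by streptokinase promoter and grows in 40 µg/ml kanamycin; loss of luminescence reflects streptokinase promoter inhibition or plain growth inhibition; 0% = median of DMSO wells and 100% = positive control at its reference dose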
The depositor's hits bear a star; i = inactive; u = inconclusive; x = not tested or not shown.

Values run as follows: TMEM16A act	MrgX1 allo act	TRPC6 act	MrgX1 antagonist	TRPC4 potent	MrgX1 ag	SKKanGAS inh	TRPC4 block	TMEM16A inh	TRPC4 agonist	TRPC6 inhibitor
C=CCOc1c(Br)cc(/C=N/NC(N)=O)cc1OC
  i	i	i	i	i	i	-9.8	i	i	i	i
c1cc2c(c(NCc3ccncc3)c1)CCCC2
  i	i	i	i	i	i	4.0	i	i	i	i
CCN(c1cccc(C(F)(F)F)c1)S(=O)(=O)c1ccc2c(c1)CCN2C(C)=O
  x	i	i	i	i	i	6.7	i	25*	i	i
O=C(C1=C[C@H](c2ccc(C(F)(F)F)cc2)C[C@H](OCc2ccc(CO)cc2)O1)N1CCOCC1
  i	i	i	i	i	i	1.4	i	i	i	i
CCOc1ccc(CC(=O)Nc2ccc(NC(=O)c3ccco3)cc2)cc1OCC
  i	x	i	x	i	x	-6.5	i	x	i	i
CN1CCCN(C(=O)/C=C/c2ccc(F)cc2)CC1
  i	i	i	i	i	i	4.2	i	i	i	i
CCCNc1c(NC(=O)c2cccs2)c(=O)oc2ccccc12
  i	i	i	i	i	i	-4.7	i	i	i	i
Cc1nn2c(-c3ccccc3)nnc2c2ccccc12
  i	i	x	i	x	i	x	x	i	x	x
O=C(NC(=O)c1cccc(F)c1)Nc1nc(-c2ccc(F)cc2)cc(C(F)(F)F)n1
  i	i	i	i	i	i	x	i	i	i	i
C[C@H](O)c1[nH]c2cc(F)ccc2c1[C@H](C)O
  i	i	i	i	i	i	24.1	i	i	i	i
Cc1ccc(C)c2[nH]c(=O)c(CN(Cc3ccco3)S(=O)(=O)c3ccc4c(c3)OCCO4)cc12
  i	i	i	i	i	i	3.8	i	i	i	i
COc1ccc(C(=O)NCC(=O)Nc2cccc(S(=O)(=O)NCc3ccco3)c2)cc1OC
  i	i	i	i	i	i	-5.2	i	i	i	i
COC(=O)c1ccc2nc(Nc3nc4c(F)cc(F)cc4s3)sc2c1
  i	i	i	i	i	i	u	i	i	i	i
CS(=O)(=O)N1CCN(C(=O)C(Sc2ccccc2)c2ccccc2)CC1 (configuration not stated)
  i	i	i	i	i	i	x	i	i	i	i
Cc1ccccc1N1C(=O)CC(c2c[nH]c3ccccc23)C1=O (configuration not stated)
  i	i	i	i	i	i	6.0	i	i	i	i
CN(C)c1ccc(CNC2CC(C)(C)NC(C)(C)C2)cc1
  i	i	i	i	i	i	4.5	i	i	i	i
Cc1nnc(N2C(=O)C(O)=C(C(=O)c3ccco3)C2c2ccc(F)cc2)s1 (configuration not stated)
  i	i	i	i	i	i	-0.4	i	i	i	i
C=CCOc1ccc(C2CC(C)=NN2c2ccccc2)cc1 (configuration not stated)
  i	i	i	i	i	i	4.3	-8*	i	i	i
O=[N+]([O-])c1ccc(Cl)c(/C=N/Nc2nc(N3CCOCC3)nc(N3CCOCC3)n2)c1
  i	i	i	i	i	i	7.7	i	i	i	i
COc1ccc(NC(=O)CSc2nc(N)c(C(=O)Nc3ccc(N(C)C)cc3)s2)cc1
  i	i	x	i	x	i	6.6	x	i	x	x
COc1ccc(CNC(=O)C2CCN(S(=O)(=O)c3ccc4c(c3)NC(=O)C(C)S4)CC2)cc1 (configuration not stated)
  i	i	i	i	i	i	1.7	i	i	i	i
Cc1nc2c3ccccc3nc(SCC(=O)N3CC(C)CC(C)C3)n2n1 (configuration not stated)
  i	i	i	i	i	i	-6.7	i	i	i	i
Cc1ccnc(N/C=C(/NC(=O)c2ccccc2)C(=O)N/N=C\c2ccc(F)cc2)n1
  i	i	i	i	i	i	-4.4	i	i	i	i
Cc1ccc(CNC(=O)C2CCCC2)cc1
  i	i	i	i	i	i	-0.3	i	i	i	i
CCN(CC(=O)Nc1c(F)cccc1F)C(=O)c1n[nH]c2ccccc12
  i	i	i	i	i	i	-2.6	i	i	i	i
O=C1CCCc2c1cc(C(=O)Nc1ccc(Cl)cn1)c(=O)n2-c1ccccc1
  i	i	i	i	i	i	-3.9	i	i	i	i
CC(=O)Nc1ccc(SCC(=O)Nc2ccc(Cl)cn2)cc1
  i	i	i	i	i	i	-10.7	i	i	i	i
COC(=O)C(Cc1ccc(O)cc1)NC(=O)CCC(=O)Nc1ccc(S(N)(=O)=O)cc1 (configuration not stated)
  i	i	i	i	i	i	2.1	i	i	i	i
COCc1c(C(=O)Nc2ccc(Cl)cc2F)oc2ccccc12
  i	i	i	i	i	i	1.7	i	i	i	i
COc1ccc(/C(C)=N/NC(=O)c2nnn(-c3nonc3N)c2-c2ccccc2)cc1
  i	i	i	i	i	i	2.0	i	i	i	i
CC(C)Oc1cc(NC(=O)CS(=O)CC(=O)N(C)C)c(Cl)cc1Cl (configuration not stated)
  i	i	i	i	i	i	13.4	i	i	i	i
CC(=O)N1CCC(C(=O)NC2CCCc3c2cnn3-c2cc(F)cc(F)c2)CC1 (configuration not stated)
  i	i	i	i	i	i	15.1	i	i	i	i
CCc1ccc(OCCNC(=O)c2ccc(S(=O)(=O)N(C)C)cc2)cc1
  i	i	i	i	i	i	-17.7	x	i	i	i
CCc1ccccc1NC1c2ccccc2C(=O)N1c1cccnc1 (configuration not stated)
  i	i	i	i	i	i	2.4	i	i	i	i
COC(=O)c1cccc(NC(=O)CN2CCN(c3ccc(OC)cc3)CC2)c1
  i	i	i	i	i	i	-6.9	i	i	i	i
NC(=O)NCC(=O)N1CCC(C(O)(c2ccccc2)c2ccccc2)CC1
  i	i	i	i	i	i	2.2	i	i	i	i
Cc1cc(=O)c2ccc3ccccc3c2[nH]1
  i	i	i	i	i	i	-27.3	i	i	i	i
Cc1cccn2c(=O)c3cc(C(=O)NC4CCCC4)c(=N)n(CC4CCCO4)c3nc12 (configuration not stated)
  i	i	i	i	i	i	1.1	i	i	i	-5.76*
O=S(=O)(Cc1ncc(C(F)(F)F)cc1Cl)c1ccccc1
  i	i	i	i	i	i	-1.1	i	i	i	i
Cc1ccc(SCC(=O)c2c(C)nc3cc(C)ccn23)cc1
  i	i	i	i	i	i	7.9	i	i	i	i
COCc1cc(=O)[nH]c(N2CCN(Cc3ccc4c(c3)OCO4)CC2)n1
  i	i	i	i	i	i	4.4	i	i	i	i
CCn1c(=O)n(CC)c2cc(S(N)(=O)=O)c(C)cc21
  i	i	i	i	i	i	0.2	i	i	i	i
CC(C)(C)C(=O)/C(C#N)=C/c1ccc(O)cc1
  i	i	i	i	i	i	-0.9	i	25*	i	i
O=C(c1cccc(F)c1F)N1CCCc2ccccc21
  i	i	i	i	i	i	1.6	i	i	i	i
COc1ccc(C2C(C(=O)NCCN(C)C)c3ccccc3C(=O)N2C)cc1OC (configuration not stated)
  i	i	i	i	i	i	-0.2	i	i	i	i
FC(F)(F)c1ccc(C2[C@H]3CN(Cc4cccnc4)[C@H](c4ccccc4)C34CC2(c2ccccc2)C4)cc1 (some centres not stated)
  i	i	i	i	i	i	19.8	i	i	i	i
CCOc1ccc(S(=O)(=O)N2CCC(C(N)=O)CC2)c2ccccc12
  i	i	i	i	i	i	6.1	i	i	i	i
CCC(CC)COC(=O)C1=C(C)NC(=O)NC1c1ccc([N+](=O)[O-])cc1 (configuration not stated)
  i	i	i	i	i	i	14.9	i	i	i	i
N=C1SC(CC(=O)Nc2ccccc2[N+](=O)[O-])C(=O)N1c1ccccc1 (configuration not stated)
  i	i	i	i	i	i	4.9	i	i	i	i
COc1ccc(NC(=O)COC(=O)c2cnccn2)cc1Cl
  i	i	i	i	i	i	-3.4	i	i	i	i
CCOC(=O)C1CCCN(C(=O)CN2C(=O)/C(=C/c3ccc(OC)cc3)Oc3ccccc32)C1 (configuration not stated)
  i	i	i	i	i	i	13.6	i	i	i	i
CC(CC(=O)NCCc1ccc(S(N)(=O)=O)cc1)c1ccccc1 (configuration not stated)
  i	i	i	i	i	i	-1.8	i	i	i	i
N#CC(c1ccccc1)N(CCCCl)C(=O)c1ccc(Br)cc1 (configuration not stated)
  i	i	i	i	i	i	0.9	i	i	i	i
COC(=O)c1sccc1NC(=O)c1cc(-c2cccc(C)c2)nc2ccccc12
  i	i	i	i	i	i	-3.2	i	i	i	i
COc1ccc(C(=O)Nc2nc(-c3ccc([N+](=O)[O-])cc3)c(-c3ccc(OC)cc3)s2)cc1
  i	i	i	i	i	i	13.1	i	i	i	i
Cc1cc(NC(=O)CSc2ccc(F)cc2)no1
  i	i	i	i	i	i	-2.7	x	i	i	i
CCOC(=O)c1cc(C)sc1NC(=O)CN1CCN(C(=O)C2CCCO2)CC1 (configuration not stated)
  i	i	i	i	i	i	3.4	i	i	i	i
Cc1ccc2ccc(S(=O)(=O)NCc3ccco3)cc2c1
  i	i	i	i	i	i	-13.6	i	i	i	i
COc1ccc(NC(=O)C(c2ccccc2)N(C)C(=O)c2ccc(=O)[nH]c2)cc1 (configuration not stated)
  i	i	i	i	i	i	-1.3	i	i	i	i
Cc1ccc2c(c1)nnn2C1CCN(C(=O)Nc2ccccc2C)CC1
  i	i	i	i	i	i	-10.8	i	i	i	i

Continued:
Values run as follows: TMEM16A act	MrgX1 allo act	TRPC6 act	MrgX1 antagonist	TRPC4 potent	MrgX1 ag	SKKanGAS inh	TRPC4 block	TMEM16A inh	TRPC4 agonist	TRPC6 inhibitor
CC(C)c1cc(C(=O)NCCc2ccccc2)no1
  i	i	i	i	i	i	1.5	i	i	i	i
COc1ccc(-c2c(C#N)c(N)nc3c2CCc2ccccc2-3)cc1OC
  x	i	i	i	i	i	19.9	i	i	i	i
CCCCCCCn1ccc(O)c(CC(=O)OC)c1=O
  i	i	i	i	i	i	0.3	i	i	i	i
CCOC(=O)c1cc2c(n(-c3ccccc3)c1=O)CC(C)(C)CC2=O
  i	i	i	i	i	i	-0.3	i	i	i	i
COc1ccc(OC)c(NC(=O)c2ccccc2OC(C)=O)c1
  i	i	i	i	i	i	1.3	i	i	i	i

Assay outcomes from PubChem.
